human PMI inhibition: inhibitors of human PMI, primary screen, biochemical, fluorescence intensity, coupled assay (AID 1209). purified PMI enzyme, coupled fluorescence intensity; higher % means a stronger effect. 0.42% of 190,000 active. inhibition, % at 20 µM; hits with a dose series show IC50 in µM. Mannose-6-phosphate isomerase (Homo sapiens);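 further: plate controls were DMSO vehicle for no effect and wells lacking substrate for full effect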
human PMI inhibitors: human PMI inhibitors, high substrate, primary screen, biochemical, fluorescence intensity, high mannose 6-phosphate (AID 1220); Mannose-6-phosphate isomerase (Homo sapiens); recombinant PMI enzyme, coupled fluorescence intensity; higher % means a stronger effect; one-dose inhibition, % at 20 µM; IC50 in µM for titrated hits; 0.66% of 190,000 active
CSM14.1 death rescue: rescue of cells from ER stress-induced death, primary screen, 384-well, CSM14.1, thapsigargin, ATP luminescence (AID 1222). CSM14.1 thapsigargin-induced death rescue, ATP luminescence; higher % means a stronger effect. one-dose cellular ATP content (survival), % at 20 µM; EC50 in µM for titrated hits. 190,000 tested, under 10 active;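 active means EC50 below 50 µM in the dose-response confirmation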;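 further: death triggered by thapsigargin at about 15 µM added after 2 h compound pretreatment; cell ATP read after overnight thapsigargin exposure of roughly 18 to 22 hours; normalized against plate controls of thapsigargin alone and 5% DMSO vehicle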
WT yeast gro inh: growth inhibition of WT strain, primary screen, mitochondrial fusion inhibitor project, WT and mutant strains, chemical genetic. inhibition, % at 10 µM. 2.1% of 190,000 active. mitochondrial fusion phenotypic screen; in the data active means inhibition above about 58%; tested in S. cerevisiae
Lipid droplet: inhibitors of hepatocyte lipid droplet formation, primary screen, imaging, high-throughput imaging, BODIPY stain. AML12 mouse hepatocytes, oleate lipid droplets. inhibition, % at 6.5 µM. 0.4% of 240,000 active. AID 1656, 2009;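 active means lipid droplet intensity inhibited by at least 50%, with more than 500 cells counted; inconclusive means wells with under 300 cells, treated as cytotoxic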
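Assay system: AML12 mouse liver cells | Compound: 6.5 µM single-point dosing | Schedule: Overnight exposure | Technique: Fluorescence imaging, 20x objective, two fields per well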
P. falciparum M1AAP: P. falciparum M1AAP inhibitors, biochemical, fluorogenic H-Leu-NHMec substrate, 1536-well (AID 1445). Aminopeptidase N (Plasmodium falciparum (isolate 3D7)). 0.42% of 220,000 active. inhibition, % at 30 µM; hits with a dose series show IC50 in µM. recombinant M1AAP, H-Leu-NHMec fluorogenic kinetic assay; higher % means a stronger effect;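 active means primary inhibition above the hit cutoff, then over 50% inhibition at one or more dose response concentrations, cut at about 23% in these data, passing the limit was not always enough; inconclusive means conflicting primary data, or primary hits not chosen for dose response; inactive means low primary inhibition, or under 50% at every dose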;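 further: plate controls were DMSO full reaction for no effect and no enzyme background for full effect; strong numbers were not always called active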
TNAP activators: human TNAP enzyme activators, primary screen, biochemical, luminescent, no phosphate acceptor, uHTS (AID 1001). purified TNAP, luminescent activation assay, no phosphate acceptor; higher activation fold means a stronger effect. activation fold at 20 µM; hits with a dose series show EC50 in µM. 0.03% of 200,000 active; in the data active means activation fold from about 3, or a potency from the dose series; inactive means the rest, 99 in 100 with activation fold below about 1.6; further: many of its hits are not listed in these tables
UTI89 phage lysis: inhibition of K1F phage lysis, E. coli UTI89, bacterial capsule biogenesis inhibitors, alamar blue (AID 488966) | E. coli UTI89 K1F phage lysis, alamar blue, 2 h; higher % means a stronger effect | 0.02% of 340,000 active | one-dose inhibition, % at 100 µM; IC50 in µM for titrated hits;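 active means phage lysis inhibition, versus mean bacterial control, above a set limit; inconclusive means no clear call, values can overlap the other calls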;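 further: capsule biogenesis inhibitors block K1F phage lysis so surviving cells raise fluorescence; higher fluorescence means more inhibition of phage lysis; actives were called in the ten point dose series up to 300 µM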
Myeloid diff MLP: induction of myeloid progenitor differentiation, primary screen, cell-based, flow cytometry, MLPCN library | calls only at 10 µM | ER-HoxA9 myeloid progenitors, lysozyme-GFP differentiation | 1% of 360,000 active;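 active means normalized GFP-positive differentiation at or above the plate's own cutoff, the solvent-only control mean plus 3 SD; inconclusive means no clear call, values can overlap the other calls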;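 further: cells exposed to compound for four days before flow analysis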
WT yeast gro inh mutant strain: second read-out of WT yeast gro inh, no call of its own (marks repeat the call); inhibition, %; mitochondrial fusion phenotypic screen, mutant strain inhibition
Lipid droplet cells 6.5 µM: also measured in Lipid droplet; calls as there; cell count; measured here: cell count, cytotoxicity flag;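 cells counted across two imaged fields per well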
Myeloid diff MLP GFP+ MAC1+ %: recorded beside Myeloid diff MLP, whose call it bears; GFP+ MAC1+ double positive, %; measured here: differentiation confirmed by MAC1 staining
* marks the source's active call; other numbers are inactive results; i = inactive; ? = inconclusive; . = not tested or not shown; [ ] = dose if it differs, or a comment. Unless noted, no stated cut-off is given here; in the data, active means inhibition above about 50%; inactive means the rest.

Below each SMILES – P. falciparum M1AAP	UTI89 phage lysis	Lipid droplet	WT yeast gro inh	human PMI inhibition	CSM14.1 death rescue	Myeloid diff MLP	Lipid droplet cells 6.5 µM	WT yeast gro inh mutant strain	TNAP activators	human PMI inhibitors	Myeloid diff MLP GFP+ MAC1+ %
> COc1ccc(CN2C(=O)/C(=C/c3ccc(-c4ccc(Cl)c(C(=O)O)c4)o3)SC2=S)cc1
  ?	.	18	-9	-53%	-2.1%	.	721	2	1	-66%	.
> c1ccc(Cn2ncc3c(N4CCOCC4)ncnc32)cc1
  0%	0.8%	8	0	-4%	0.1%	i	700	-6	1	-4%	1.5
> FC(F)(F)c1cccc(Cc2noc(CN(Cc3ccccn3)CC3CCCO3)n2)c1 (stereo unspecified)
  2%	0.4%	1	.	.	.	i	667	.	.	.	0.4
> COc1cccc(NC(=O)CS(=O)(=O)c2cn(CC(=O)N3CCOCC3)c3ccccc23)c1
  3%	0.1%	30	-3	-8%	0.1%	i	706	-2	1.1	-3%	0.7
> CC(=O)N1CCCC(C(=O)c2ccc(Oc3ccccc3)cc2)C1 (stereo unspecified)
  -1%	0.3%	-7	22	4%	-2.0%	i	748	8	1.1	6%	0.3
> CSc1ccc(C(=O)C2CCCN(C(=O)c3cccnc3SC)C2)cc1 (stereo unspecified)
  .	0.0%	-54	-3	14%	0.8%	i	696	-12	1	10%	0.2
> Nc1c(C(=O)NCc2ccc3c(c2)OCO3)c2nc3ccccc3nc2n1CCCN1CCOCC1
  5%	-0.7%	.	-1	21%	-0.7%	.	.	11	1.2	37%	.
> Cn1c(=NC(=O)c2cnccn2)sc2ccccc21
  11%	1.2%	.	-8	-15%	-3.4%	i	.	-9	1	-4%	1.3
> NC(=O)CCC(NS(=O)(=O)c1ccc(Cl)cc1)C(=O)NCc1ccccc1Cl (stereo unspecified)
  -3%	0.0%	10	-22	6%	13%	i	618	-17	1.1	6%	0.8
> CCOC(=O)N1CCN(C(=O)CCn2c(=S)[nH]c3cc(OCC)c(OCC)cc3c2=O)CC1
  4%	.	.	-5	13%	-1.4%	.	.	6	1.1	5%	.
> COc1ccc(CCN2C(=S)N(c3ccc(Cl)cc3)C(=O)C2CC(N)=O)cc1OC (stereo unspecified)
  3%	-1.9%	9	.	.	.	i	746	.	.	.	0.7
> N#C/C(=C\c1ccc(OC(=O)c2ccccn2)cc1)C(N)=O
  0%	2.0%[50 µM]	2	16	21%	-0.9%	i	723	8	1.1	18%	0.4
> COc1ccc(/C=C/C2=CC(C)(C)NC(=S)N2)cc1OC
  4%	0.2%	-4	-2	-72%	2.3%	i	762	-6	0.9	-69%	0.4
> COc1c(Cl)ccc(Cl)c1C(=O)NC(=O)N1CCOCC1
  2%	0.2%	.	-14	-8%	-0.7%	i	.	-18	1	2%	0.6
> O=C(Nc1cccnc1)c1cc(-c2cccs2)on1
  4%	-1.2%	.	2	0%	-1.4%	i	.	-9	1.1	0%	6.0
> CCOC(=O)c1nnc(-c2ccc(C)cc2)nc1Sc1ccc(Cl)cc1
  2%	0.4%	-1	-7	-9%	-3.8%	i	695	9	1	-12%	0.6
> COCCNC(=O)C1CCC(=O)N(c2ccc(OC)cc2)C1c1ccc(OC)c(OC)c1 (stereo unspecified)
  1%	0.3%	16	-4	-14%	-1.2%	i	789	15	0.9	-14%	1.3
> CC1Cc2ccccc2N1C(=O)CN(C)S(=O)(=O)c1cccc2cccnc12 (stereo unspecified)
  8%	i	.	0	-4%	0.0%	i	.	-4	1.2	-7%	3.0
> CCOP(=O)(OCC)C(NC(=O)Nc1c(C)cc(C)cc1C)c1ccccc1 (stereo unspecified)
  10%	0.4%	-14	-16	-8%	-1.2%	i	696	-9	1.2	-2%	0.3
> Cc1n[nH]c(=S)n1-c1cccc(Cl)c1
  5%	-2.2%	-2	2	6%	-5.5%	i	668	-4	0.9	7%	0.3
> O=C(Nc1cccc(Cl)c1)c1ccc(-n2cncn2)c([N+](=O)[O-])c1
  1%	-0.2%	0	-9	16%	-1.8%	i	630	0	1	9%	2.2
> CCN(c1ccccc1)S(=O)(=O)c1ccc2[nH]cc(C(=O)NCCOC)c(=O)c2c1
  1%	0.4%	-18	-4	13%	.	i	701	8	1.1	20%	0.8
> COc1ccc(C(=O)c2c[nH]cc2-c2ccccc2)cc1
  1%	3.2%	-3	16	8%	-1.5%	i	717	1	1.1	11%	0.2
> Cc1ccc(S(=O)(=O)Cc2nc3ccccc3c(=O)[nH]2)cc1
  1%	0.2%	.	35	-2%	-3.4%	.	.	30	1.1	-2%	.
> Cc1cc(C)n(C2CC(=O)N(c3ccc(Cl)c(Cl)c3)C2=O)n1 (stereo unspecified)
  8%	-0.3%	15	.	.	.	i	741	.	.	.	0.4
> COc1ccc(N2CC(C(=O)Nc3cc(C)ccn3)CC2=O)cc1 (stereo unspecified)
  0%	0.1%	-1	.	.	.	i	636	.	.	.	1.1
> CCCN1C(=O)c2ccc(C(=O)NCc3ccco3)cc2C1=O
  10%	2.2%	2	-3	9%	.	i	716	12	1	6%	2.0
> CCOC(=O)c1nnn(-c2nc(N3CCCC3)nc(N3CCCC3)n2)c1-c1ccccc1
  15%	0.5%	.	22	2%	-0.8%	i	.	-1	1.1	1%	1.0
> CCCc1cc(=O)n2[nH]c(NCc3ccccc3F)nc2n1
  7%	0.0%	2	-30	9%	-1.6%	i	778	-20	1.1	4%	0.5
> Nc1ncnc(Sc2ccccc2)c1[N+](=O)[O-]
  3%	3.7%	1	-8	10%	-1.0%	i	664	16	0.8	7%	1.4

Another view of part of the listing above.
SMILES,P. falciparum M1AAP,UTI89 phage lysis,Lipid droplet,WT yeast gro inh,human PMI inhibition,CSM14.1 death rescue,Myeloid diff MLP,Lipid droplet cells 6.5 µM,WT yeast gro inh mutant strain,TNAP activators,human PMI inhibitors,Myeloid diff MLP GFP+ MAC1+ %
Cc1n[nH]c(=S)n1-c1cccc(Cl)c1,5%,-2.2%,-2,2,6%,-5.5%,i,668,-4,0.9,7%,0.3
O=C(Nc1cccc(Cl)c1)c1ccc(-n2cncn2)c([N+](=O)[O-])c1,1%,-0.2%,0,-9,16%,-1.8%,i,630,0,1,9%,2.2

New compounds follow:
Below each SMILES – P. falciparum M1AAP	UTI89 phage lysis	Lipid droplet	WT yeast gro inh	human PMI inhibition	CSM14.1 death rescue	Myeloid diff MLP	Lipid droplet cells 6.5 µM	WT yeast gro inh mutant strain	TNAP activators	human PMI inhibitors	Myeloid diff MLP GFP+ MAC1+ %
> COc1cc(C(=O)OCC(=O)NC2CCS(=O)(=O)C2)c([N+](=O)[O-])cc1OC (stereo unspecified)
  8%	0.0%	-5	-15	10%	-1.0%	i	666	-18	1	18%	0.3
> CC1CCCC(C)N1C(=O)Cn1c(SCC(=O)NCc2ccc3c(c2)OCO3)nc2ccccc21 (stereo unspecified)
  5%	4.0%	.	11	-1%	-3.3%	i	.	6	1	-2%	2.6
> COc1ccccc1CNC(=O)c1cnc2sccn2c1=O
  .	0.3%	12	6	0%	-2.5%	i	600	0	1	-4%	0.7
> Cc1ccc(-c2noc(-c3ccno3)n2)cc1
  5%	-1.5%	-4	.	.	.	i	722	.	.	.	1.1
> O=C(O)c1cccc(NC(=O)c2cccc(S(=O)(=O)N3CCc4ccccc4C3)c2)c1
  3%	0.1%	20	-13	-3%	-0.2%	i	719	-17	1.1	-2%	0.7
> Cc1ccc(C)c(NC(=O)CSc2nnc([C@@H]3CCCN3C(=O)OC(C)(C)C)o2)c1
  7%	0.5%	.	-5	1%	-1.1%	i	.	-11	1.2	0%	1.4
> CCN1CCN(C(=O)c2ccc3c(=O)n(CCC4=CCCCC4)c(=O)[nH]c3c2)CC1
  6%	-0.3%	17	-2	-5%	-2.7%	i	734	14	1.1	-1%	0.5
> COC(=O)C1=C(C)N(Cc2ccco2)C(=O)/C1=C\c1ccc([N+](=O)[O-])cc1
  2%	0.2%	5	7	-16%	-0.3%	i	757	20	0.9	-22%	0.7
> O=C(CCc1ccccc1)NN1C(=O)C2C3C=CC(C3)C2C1=O (stereo unspecified)
  2%	0.0%	5	1	-6%	-2.1%	i	690	6	1.1	-2%	0.5
> O=C(CCC1CCCC1)Nc1ccon1
  9%	1.6%	5	17	15%	-2.8%	i	714	2	1.1	11%	0.5
> O=C(O)/C(=C\c1cccs1)c1ccccc1
  .	i	7	1	1%	-0.8%	i	722	-7	1.1	-4%	0.2
> COc1ccc(C2C(C(=O)Nc3cccc(OC)c3)c3ccccc3C(=O)N2C)cc1 (stereo unspecified)
  -2%	0.0%	-6	10	2%	-0.6%	i	716	11	1.4	-1%	0.1
> O=C1CC(N2CCN(Cc3ccc4c(c3)OCO4)CC2)C(=O)N1CCc1ccccc1 (stereo unspecified)
  -1%	7.5%	4	3	5%	-2.1%	i	634	5	1.1	5%	4.1
> NC(=O)CSc1nnc2n(-c3ccccc3)c(=O)c3c4c(sc3n12)CCCCC4
  1%	0.8%	-30	12	8%	-3.4%	i	548	-5	1	5%	1.4
> NC(=O)CSc1nnc(Cc2cccs2)n1C1CCCCC1
  0%	0.4%	4	-1	0%	-0.4%	i	817	11	1.1	-3%	2.4
> CC(=O)O[C@H]1C2OC(=O)C(C)=C2[C@@H]2OC(=O)[C@]3(CCC4OC41C)OC23 (stereo partly specified)
  0%	0.5%	-28	-1	5%	-4.0%	i	674	-19	1.1	2%	1.8
> Cc1ccsc1C(=O)OCC(=O)NCC1CCCO1 (stereo unspecified)
  3%	0.6%	.	8	-5%	-1.5%	i	.	14	1.1	0%	1.3
> CCCCC(=O)NC(c1ccc(OC)c(OC)c1)c1c(O)ccc2ccccc12 (stereo unspecified)
  4%	-1.3%	.	-7	20%	-1.4%	i	.	6	1.1	25%	5.7
> O=C(NCc1ccco1)c1ccccc1NS(=O)(=O)c1cccs1
  13%	1.7%	-15	-2	13%	.	i	635	28	1.2	4%	1.0
> O=C1c2cccnc2Oc2ccc(Cl)cc2N1Cc1ccc(F)cc1
  2%	-0.1%	-4	36	6%	2.8%	i	637	-3	1.1	10%	0.3
> Cc1ccccc1C(=O)NNC(=O)c1ccc(Br)cc1
  -5%	-0.3%	11	10	-15%	1.0%	i	748	9	1.2	-11%	0.3

No enrichment for hits. About 4.6% of those tested had a hit in this group.
